# Compound activity as filed in PubChem BioAssay.
# CHO-K1 Ca antag = nonselective inhibitor or artifact in parental CHO-K1 cells | ATP-induced calcium, Fluo-8 fluorescence | inhibition, % at 3 µM | 0.6% of 360,000 active | AID 602250;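 active means inhibition above a per-plate cutoff, the plate's mean sample inhibition plus 3 SD, cut at about 24% in these data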;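 further: 0% = DMSO plus EC80 ATP and 100% = DMSO alone without ATP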
# CHRM4 antagonist = human M4 muscarinic receptor antagonists, primary screen, CHO cells, Fluo-8 calcium fluorescence | inhibition, % at 3 µM | 0.73% of 360,000 active | CHO-hM4 cells, ACh EC80 | Muscarinic acetylcholine receptor M4 (Homo sapiens), P08173 | AID 624125, 2012;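 active means inhibition above its plate's cutoff, the mean inhibition of sample wells plus 3 SD, cut at about 27% in these data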;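 further: 0% = acetylcholine EC80 with DMSO and 100% = DMSO without agonist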
# CHRM1 antagonist = human M1 muscarinic receptor antagonists, primary screen, CHO-K1 cells, Fluo-8 calcium fluorescence, 1536-well; inhibition, % at 3 µM; CHO-K1 hM1, ACh EC80 antagonist; AID 588852, 2011; Muscarinic acetylcholine receptor M1 (Homo sapiens), P11229; 1.3% of 360,000 active;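 active means percent inhibition above its own plate's cutoff, namely the mean of that plate's compound wells plus 3 SD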;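 further: peak over basal fluorescence ratio during 140 s after agonist addition; 0% = ACh EC80 plus DMSO and 100% = DMSO alone without agonist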
# Target sequence (P11229 whole entry, looked up): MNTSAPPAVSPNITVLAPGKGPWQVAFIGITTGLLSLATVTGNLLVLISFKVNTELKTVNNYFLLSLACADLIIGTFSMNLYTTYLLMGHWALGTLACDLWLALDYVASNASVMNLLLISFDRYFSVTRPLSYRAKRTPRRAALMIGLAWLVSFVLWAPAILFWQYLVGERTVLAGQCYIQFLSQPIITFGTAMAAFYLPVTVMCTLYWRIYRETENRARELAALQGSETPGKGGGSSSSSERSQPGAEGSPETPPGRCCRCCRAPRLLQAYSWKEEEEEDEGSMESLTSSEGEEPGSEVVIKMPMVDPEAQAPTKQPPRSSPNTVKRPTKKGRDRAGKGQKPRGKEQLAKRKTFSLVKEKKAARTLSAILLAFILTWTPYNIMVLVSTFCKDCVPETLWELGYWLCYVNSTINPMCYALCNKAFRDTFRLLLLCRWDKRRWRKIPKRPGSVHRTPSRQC
# CHRM1 PAM = human M1 muscarinic receptor positive allosteric modulators, primary screen, CHO-K1 cells, Fluo-8 calcium fluorescence, 1536-well; 0.088% of 360,000 active; CHO-K1 hM1, ACh EC20; 0% = ACh EC20, 100% = maximal ACh; Muscarinic acetylcholine receptor M1 (Homo sapiens), P11229; activation, % at 3 µM; AID 588819, 2011; in the data active means activation above about 19%, passing the limit was not always enough
# CHO parental Ca = ATP-evoked calcium signal inhibitors, parental CHO, primary screen, counter-screen for OX1R antagonist project, cell-based, fluorescence, Fluo-8 calcium dye; parental CHO-K1, ATP-induced calcium, Fluo-8 fluorescence; inhibition, % at 5.6 µM; 0.63% of 330,000 active; AID 463079, 2010;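 active means inhibition above that plate's mean sample inhibition plus 3 SD, cut at about 26% in these data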;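 further: 0% = ATP-challenged DMSO wells and 100% = DMSO wells without ATP; some compounds past the cut are filed as inactive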
#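 Test system: untransfected parental CHO cell line; also added: ATP stimulus; dosing: 5.6 µM, single dose; signal: calcium-sensitive Fluo-8 fluorescence; measure: percent inhibition of ATP-evoked calcium rise, normalized to controls; benchmarks: low control ATP plus DMSO, high control DMSO only; replication: one well per compound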
# M4 ag = human M4 muscarinic receptor agonists, primary screen, CHO-K1 cells, Fluo-8 calcium fluorescence; Muscarinic acetylcholine receptor M4 (Homo sapiens), P08173; CHO-K1 hM4/Gqi5; vehicle 0%, full acetylcholine response 100%; activation, % at 3 µM; 0.14% of 360,000 active; AID 624127, 2012;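 active means activation above the run mean over all test wells plus 3 SD, cut at about 32% in these data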;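 further: peak over basal fluorescence ratio per well then scaled between controls; 0% = DMSO wells and 100% = acetylcholine at EC100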
# M1 ag = human M1 muscarinic receptor agonists, primary screen, Fluo-8 calcium fluorescence, CHO-K1 cells, HTS; Muscarinic acetylcholine receptor M1 (Homo sapiens), P11229; CHO-K1 hM1, agonist mode; 0% DMSO, 100% acetylcholine EC100; activation, % at 3 µM; 0.33% of 360,000 active; AID 588814, 2011;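 active means activation above the run's mean compound activation plus 3 SD, cut at about 16% in these data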;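 further: peak over basal fluorescence ratio within a 140 s kinetic read after compound addition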
# OXTR potentiate = human OXTR potentiators, primary screen, fluorescence, CHO-OTR cells, Fluo-8 calcium. Oxytocin receptor (Homo sapiens), P30559. 0.061% of 320,000 active. activation, % at 3 µM. Fluo-8 calcium fluorescence, potentiator mode; 0% = oxytocin EC15, 100% = EC100;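 active means activation above that plate's cutoff, the mean activation of tested compounds plus 3 SD, cut at about 6.6% in these data, passing the limit was not always enough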;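 further: 100% uses oxytocin at 75 nM as the full agonist control; some results filed as inactive read as strong as hits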
# Target sequence (P30559 whole entry, looked up): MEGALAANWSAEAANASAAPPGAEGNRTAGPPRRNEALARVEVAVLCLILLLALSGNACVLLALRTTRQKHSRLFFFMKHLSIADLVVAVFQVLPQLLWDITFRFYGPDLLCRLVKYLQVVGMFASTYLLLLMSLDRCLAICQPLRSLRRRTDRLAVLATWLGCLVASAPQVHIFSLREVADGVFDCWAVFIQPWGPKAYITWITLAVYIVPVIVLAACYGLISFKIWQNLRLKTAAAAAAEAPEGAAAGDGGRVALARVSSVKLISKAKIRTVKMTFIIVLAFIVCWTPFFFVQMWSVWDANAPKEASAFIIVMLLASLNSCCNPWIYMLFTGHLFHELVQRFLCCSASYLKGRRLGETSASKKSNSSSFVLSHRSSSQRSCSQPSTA
#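 Assay system: CHO cell line stably expressing human OTR | Also added: Oxytocin at about EC15, sub-maximal agonist stimulus | Times: Compound 6 min at room temperature before oxytocin, 100 s read | Measured by: Fluo-8 intracellular calcium fluorescence, ex 470-495, em 515-575 nm | Controls: EC15 oxytocin alone as 0%, 75 nM oxytocin as 100%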
# CHO-K1 Ca ag = counter-screen for M1 agonists: effect in parental CHO-K1 cells; 0.48% of 360,000 active; activation, % at 3 µM; Fluo-8 calcium fluorescence; scaled to maximal ATP response, vehicle zero; in the data active means activation above about 15%;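 further: untransfected CHO-K1 host cells lacking M1 receptor as counterscreen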
# * hit, by the source's call; nt = not tested or not shown.
# Below each compound: CHO-K1 Ca antag	CHRM4 antagonist	CHRM1 antagonist	CHRM1 PAM	CHO parental Ca	M4 ag	M1 ag	OXTR potentiate	CHO-K1 Ca ag
- O=C(NC1CCCCCC1)C1c2ccccc2C(=O)N1CCCN1CCOCC1 (stereo not given)
→ -4.1	0.1	-2.1	11.0	-10.7	0.2	-5.6	-0.5	0.9
- Cc1noc2ncnc(Oc3ccccc3Cl)c12
→ 0.3	4.8	19.2	-4.4	5.3	0.3	-1.1	2.9	-0.7
- COc1cc(C(=O)NCC(=O)N/N=C(\C)Cc2ccccc2)cc(OC)c1OC
→ -16.7	6.5	-3.5	1.8	-22.6	-0.2	-4.6	-8.7	0.2
- Cc1cccc(-c2c3c(=O)n(C)c(=O)n(C)c3cn2-c2ccccc2O)c1
→ 21.6	-3.8	4.2	0.4	-16.1	1.7	-4.3	-1.4	1.2
- CCS(=O)(=O)c1ccc2oc(SCC(=O)NC3CCCC(C)C3C)nc2c1 (stereo not given)
→ -6.8	5.1	-2.2	1.7	-14.0	1.5	-3.8	-9.2	0.7
- c1ccc2sc(NN=C3CCCCCC3)nc2c1
→ -4.5	-5.2	-3.2	3.5	4.4	-0.6	-6.6	-6.9	0.5
- O=C(Nc1ccn(Cc2ccccc2F)n1)c1ccc(COc2ccc(Br)cc2)cc1
→ 9.7	24.4	32.9*	-21.1	11.1	13.1	1.7	-10.7	7.9
- Cc1ccc(NC(=O)C2CC(=O)N(c3ccc4c(c3)OCCO4)C2)cc1S(=O)(=O)N1CCCCCC1 (stereo not given)
→ 11.8	-0.8	17.9	-6.3	-13.6	4.5	-5.4	-6.3	-0.1
- Cc1ccc(OC(C)C(=O)Nc2ccc(Cl)cn2)c([N+](=O)[O-])n1 (stereo not given)
→ -8.3	-4.4	-4.8	5.9	-16.0	2.0	-7.5	-4.3	0.8
- Cc1cccc(NC(=O)c2cnc3n(c2=O)CCS3)c1
→ -6.2	1.9	0.6	-1.0	-6.9	0.0	-2.9	-1.0	0.1
- C=CCSc1nnc(-c2c[nH]c3ccccc23)n1CCOC
→ -1.4	-0.1	-10.3	5.3	-17.3	1.6	-3.2	1.7	0.1
- CN(C)CCCn1c2c(c(SCC(=O)Nc3ccc4c(c3)OCO4)nc1=O)CCC2
→ -3.8	-6.8	-12.4	13.2	-16.1	-0.3	-6.0	-6.1	0.7
- CCOc1ccccc1CN1CCN(Cc2cn(C)nc2-c2ccccc2)CC1CCO (stereo not given)
→ 3.1	-3.8	0.8	-0.4	-12.1	2.2	-5.8	3.2	-0.5
- COc1ccc(COC[C@H](C)[C@H](O)[C@@H](C)[C@H]2OC(=O)[C@@H]2C)cc1
→ -17.8	0.1	2.7	-0.7	-7.4	3.7	0.9	-5.0	1.0
- O=C(c1ccc(N2CCCC2=O)cc1)N1CCCCCC1
→ -11.1	-5.8	-27.3	8.1	-14.5	0.4	-3.4	-5.5	0.3
- COc1ccccc1-c1nn(-c2ccccc2)cc1C(=O)NC1CC1
→ -15.1	-5.6	-4.7	3.9	-14.3	1.0	-4.9	4.1	-0.2
- CCOC(=O)C1C(=O)NC(N2CCN(Cc3ccccc3)CC2)=NC1c1ccccc1 (stereo not given)
→ -3.9	13.2	-2.0	1.1	-13.2	-0.5	-6.8	-5.9	0.3
- CC(C)CNS(=O)(=O)c1ccc(CCC(=O)N2CCN(c3ccccc3)CC2)cc1
→ 5.1	-7.1	9.3	1.9	-13.2	11.7	0.0	-7.9	2.8
- O=C(Nc1ccc(Oc2ccc(C(=O)O)c(C(=O)O)c2)cc1)c1cccs1
→ -10.3	-3.5	5.9	-1.7	-3.0	0.0	-7.5	0.2	-0.2
- CCC(=O)N1CCCC1(C)C(=O)Nc1cc(OC)ccc1OC (stereo not given)
→ -3.3	-2.4	-16.5	10.0	nt	0.5	-3.1	nt	1.1
- O=C(O)c1cccc(S(=O)(=O)N2CCN(c3ccccn3)CC2)c1
→ 14.6	7.7	3.9	-1.4	nt	0.3	-1.6	nt	0.3
- N#Cc1nc(-c2cccs2)oc1NCc1ccc2c(c1)OCO2
→ 20.8	-2.7	-10.9	1.9	7.5	2.1	2.3	-12.4	0.1
- CCN(CC(=O)Nc1ccc(NC(C)=O)cc1)c1ccc(C(F)(F)F)cn1
→ -6.4	1.4	-4.1	18.1	-1.2	2.8	0.1	-5.2	0.8
- Nc1nc(SCC(=O)Nc2ccc(Oc3ccccc3)cc2)n[nH]1
→ 16.6	9.8	8.4	-2.5	9.9	1.4	-8.3	-11.1	0.6
- CC(=O)Oc1ccc(C(=O)[C@H]2[C@H]3C(=O)N(c4ccc5ccccc5c4)C(=O)[C@H]3[C@@H]3C=CC=NN32)cc1
→ -3.1	7.3	-5.4	6.3	-8.0	4.8	-4.0	-13.8	1.8
- CCOC(=O)Cn1nc(C)c(NC(=O)COc2ccccc2[N+](=O)[O-])c1C
→ -9.6	-4.2	-6.6	9.1	0.9	0.7	-2.1	-10.5	1.3
- CC(C)CNc1nc(N)c([N+](=O)[O-])c(NC2CCCCC2)n1
→ 1.8	-15.5	13.3	-7.2	-7.8	0.7	-2.0	-0.3	0.0
- COc1ccc(C(=O)N(Cc2nc(-c3ccc(C)cc3)no2)C2CCCCC2)cc1OC
→ -14.9	-2.4	-6.8	5.1	-10.9	-2.3	-8.4	-0.1	1.1
- N#C/C(=C\c1ccc(O)cc1)C(=O)NCc1cccc(Cl)c1
→ -10.0	0.3	-11.8	9.8	4.6	8.0	23.9*	-8.8	16.7*
- CCN(CC)P(=O)(Nc1ccc([N+](=O)[O-])cc1)c1c(C)nn(CCC#N)c1NC(=O)c1ccc(Cl)cc1 (stereo not given)
→ -11.8	-0.5	11.1	-2.7	-6.1	1.4	-3.0	-3.0	0.4
- COc1cc([N+](=O)[O-])ccc1NC(=O)NCc1cccnc1
→ -11.8	2.0	-3.5	2.4	-7.3	0.8	-3.9	0.3	1.0
- COc1ccc(/C=N/NC(=O)c2ccccc2NC(=O)c2ccco2)c(OC)c1
→ -10.4	-10.1	9.3	-1.7	-20.7	7.1	-3.9	-8.0	7.9
- COC(=O)c1sccc1NC(=O)COc1cccc(C)c1
→ -10.0	-6.7	-3.8	-0.9	-32.1	0.3	-4.1	-4.4	0.8
- CC(C(=O)Nc1ccc(F)c(F)c1)N1CCN(C)CC1 (stereo not given)
→ -13.0	-1.3	-16.7	14.4	-2.0	0.6	-3.9	-12.2	1.1
- CC(C)C[C@H]1CNC(=O)C(=O)N1CC1CCN(CCc2ccc(-c3ccccc3)cc2)CC1
→ 4.8	7.8	-3.0	-2.1	nt	-0.4	-10.9	nt	0.3
- Clc1ccc2nc(CN3CCCCC3)cn2c1
→ -14.5	-3.7	0.4	-2.1	2.2	0.5	-13.2	5.9	1.7
- CCN(CC)Cc1oc(-c2ccccc2)cc1C(=O)O
→ -16.7	-2.1	-6.1	7.6	-5.7	0.0	-0.4	-18.4	0.7
- Cc1nn(C(C)C(=O)NC2CCCCCC2)c(=O)c2nn(-c3ccccc3)c(C)c12 (stereo not given)
→ -7.5	-0.4	-3.0	0.4	-10.5	1.6	-5.4	-0.6	1.9
- O=S(=O)(Nc1cccc(S(=O)(=O)N2CCCC2)c1)c1ccc(F)cc1
→ -14.8	-3.6	-9.9	5.6	nt	1.1	-2.4	nt	1.7
- C#CCNC(=O)C1=C[C@@H](c2ccc(Br)cc2)C[C@@H](OCc2ccc(CO)cc2)O1
→ -1.4	-5.3	3.9	-2.3	-15.4	3.0	-8.8	-12.4	1.3
- O=C(/C=C/c1ccc(Cl)c(Cl)c1)n1cccn1
→ -6.4	-1.9	-21.9	4.8	-4.6	-0.1	-2.3	-1.2	-0.1
- COc1ccc(NC(=O)C(=O)Nc2cccc3cccnc23)cc1OC
→ 8.0	2.2	-24.7	21.6	-4.1	0.1	2.6	-3.8	0.4
- CCc1c(C2(O)CCCCC2)[nH]c2ccc(C(=O)OC)cc12
→ -9.3	3.0	-7.9	11.3	-12.8	1.4	-2.5	1.8	-0.1
- COc1cc(OC)c(NC(=O)CCNC(=O)Cn2cnc3ccccc3c2=O)cc1Cl
→ 16.0	-4.3	-36.2	25.6*	-6.6	0.6	3.1	-7.9	0.0
- CC(C)N(CCC#N)C(=O)Nc1ccc2c(c1)CCO2
→ 8.2	2.7	-5.7	3.7	-20.0	1.0	-2.4	-10.6	0.2
- O=C(CCNC(=O)C1CCN(S(=O)(=O)c2ccccc2)CC1)Nc1ccccc1
→ -15.7	-22.8	-8.8	3.6	-9.3	-0.6	-2.3	-7.0	0.6
- COc1ccc(/C=C/C(=O)c2ccncc2)c2ccccc12
→ 3.8	13.3	-4.2	0.8	-21.7	4.3	-1.5	-7.3	2.3
- O=C(COC(=O)c1ccc([N+](=O)[O-])s1)NCc1ccccc1
→ -17.9	-17.4	-15.2	1.6	-4.7	0.0	-6.0	-11.1	1.4
- CCCc1cc(=O)oc2c3c(cc(OCC(=O)N4CCC[C@H]4C(=O)O)c12)OC(C)(C)CC3
→ -1.6	-13.7	-14.2	5.9	-3.9	0.7	-3.4	0.0	0.3
- CC(C)c1nc(CNC(=O)c2cc(COc3c(F)cccc3F)on2)cs1
→ 6.0	-7.3	4.2	0.5	-9.9	3.7	-11.3	-2.3	0.8
- CCN1C(=O)/C(=C/N(C(C)=O)c2ccccc2)N(c2ccccc2)C1=S
→ -3.6	-2.0	-2.8	-4.6	-17.5	0.6	-3.0	2.1	0.0
- CN(CC(=O)Nc1cccc(F)c1)CC(=O)Nc1ccccc1-c1ccccc1
→ -16.0	-15.9	-11.9	5.4	-31.9	2.5	-3.7	-1.7	0.1
- COc1ccc(C(=O)CN2C(=O)NC3(CCc4ccccc43)C2=O)cc1 (stereo not given)
→ -0.2	2.0	-2.9	2.6	-19.4	4.2	-1.1	-11.8	1.4
- O=C(c1cc2nc(-c3cccs3)cc(C(F)(F)F)n2n1)N1CCCc2ccccc21
→ 7.9	6.5	0.7	1.7	-18.0	0.7	-1.3	-9.9	-0.1
- COc1ccc(C(NC(=O)C2CCN(CCOc3ccc(Cl)cc3Cl)CC2)c2ccccc2C)cn1 (stereo not given)
→ -16.1	-4.9	-10.3	4.6	nt	1.5	-2.1	nt	1.4
- COc1cc(-c2nnc(SCC(=O)O)n2-c2ccccc2)cc(OC)c1OC
→ -6.2	-0.1	-1.2	0.2	2.3	0.4	0.9	-14.7	1.0
